From PubChem
JMJD2A Tudor: inhibitors of human JMJD2A Tudor domain; 390,000 compounds, 4.4% hits; O75164; Potency, µM (doses to about 114 µM), without a hit: at the highest dose activity change, negative = inhibition, actives largely listed as inhibitors; AlphaScreen JMJD2A-Tudor / H3K4me3 peptide binding; note: potency is the fitted concentration of half-maximal effect; % is set by controls: 0 for no effect and ±100 for the full control effect; nearly all actives have a fitted effect of over 50% in size
GLS inh: glutaminase GLS (human) inhibition. Potency, µM (titrated, usually from 45.5 µM), for inactives: at the top dose activity change, negative = inhibition, usual class: inhibitors. GLS enzymatic activity, qHTS titration. 410,000 compounds, 0.21% hits. AID 624170; note: potency is the fitted concentration of half-maximal effect; % is set by controls: 0 for no effect and ±100 for the full control effect
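Read-out is an Amplex red fluorescence increase coupled through glutamate oxidase and HRP, measured before and after 30 min room-temperature incubation. hKGA is in 45 mM KH2PO4 (pH 8.2) with 0.02% Tween-20; glutamine added as 1mM solution.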
ERG-DNA inh: inhibitors of human ERG Ets domain-DNA interaction; P11308; fluorescence polarization, His-ERG Ets domain / labelled DNA; Potency, µM (doses to about 76.9 µM), inactives show at the highest dose FP activity, negative = inhibition, most hits filed as inhibitors; 370,000 compounds, 0.028% hits; AID 624246; active = well fitted inhibition curve with a large enough effect in the polarisation, with a control signal flat; inconclusive = small, poorly fitted or top-dose-only effect, or effect the other way, or a change in a side signal; inactive = no such curve, though single readings can be large or run the other way; the % refers to the polarisation;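 note: polarization taken with two DNA probes labelled with fluorescein and Texas red; potency is the fitted concentration of half-maximal effect; % of control where 0% means no effect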
Target sequence (P11308 whole entry, looked up, the tested form may be a part): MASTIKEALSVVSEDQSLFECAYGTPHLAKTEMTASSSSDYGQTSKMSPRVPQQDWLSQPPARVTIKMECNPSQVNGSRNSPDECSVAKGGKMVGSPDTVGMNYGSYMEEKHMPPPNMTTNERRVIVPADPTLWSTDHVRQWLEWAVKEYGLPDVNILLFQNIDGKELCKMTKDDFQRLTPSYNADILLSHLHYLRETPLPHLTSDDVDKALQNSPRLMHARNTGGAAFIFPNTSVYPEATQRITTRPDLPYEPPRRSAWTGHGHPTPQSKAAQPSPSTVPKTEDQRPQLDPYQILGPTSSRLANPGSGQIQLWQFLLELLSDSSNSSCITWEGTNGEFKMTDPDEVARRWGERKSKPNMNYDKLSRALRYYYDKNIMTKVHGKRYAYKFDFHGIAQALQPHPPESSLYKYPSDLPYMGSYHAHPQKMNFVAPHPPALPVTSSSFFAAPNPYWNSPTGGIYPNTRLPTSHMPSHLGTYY
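His-tagged ERG Ets domain (1 uM in the protein solution; 300mM KCl, 50mM Tris-HCl, 1mM EDTA, 1mM DTT, pH 7.5) received compound, then a probe mix of 5 nM fluorescein-DNA and 100nM Texas-615-DNA. Fluorescence polarization was read for both dyes.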
BAZ2B block: BAZ2B (human) inhibition | Q9UIF8 | AlphaScreen BAZ2B-H3K14Ac peptide displacement | Potency, µM (doses to about 114 µM), without a hit: top-dose activity change, negative = inhibition, usual class: inhibitors | 360,000 compounds, 4.4% hits | AID 504333; note: potency is the fitted concentration of half-maximal effect; % is set by controls: 0 for no effect and ±100 for the full control effect; nearly all actives have a fitted effect of over 60% in size
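Compounds, titrated to a top concentration of 110 uM, were incubated 30 min at room temperature with preformed BAZ2B/acetyl-K14 H3 peptide complex (50 nM each). Proximity signal was measured by AlphaScreen after 20 min with beads.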
PI4K2A block: inhibitors of human PI4K2A. Q9BTU6. purified PI4K2A, ADP-Glo luminescence, 1 h; hits give low values. activity change, negative = inhibition, % at 76.9 µM. 420,000 compounds, 0.13% hits; in the data active = activity change below about -50%; inconclusive = mostly about -30% to -49%;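 note: -100% = wells without enzyme as full effect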
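In this quantitative HTS, ADP production by PI4K2A was quantified luminescently after 1 h at ambient temperature; 100 microM adenosine served as plate-quality control.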
ALOX12 inh: ALOX12 (human) lipoxygenase inhibition; purified 12hLO, xylenol orange hydroperoxide absorbance; Potency, µM (doses to about 108 µM), without a hit: at the highest dose activity change, negative = inhibition, hits mostly inhibitors; 580,000 compounds, 1.1% hits; note: potency is the fitted concentration of half-maximal effect; % is set by controls: 0 for no effect and ±100 for the full control effect
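Hydroperoxide product was detected by ferrous iron/xylenol orange as the 573 to 405 nm absorbance ratio. Arachidonic acid at 40 uM (final) was turned over for 30 min at room temperature by 150 nM human 12hLO, pH 7.0 Hepes buffer, after 15 min compound preincubation.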
G9a inh: inhibitors of human histone lysine methyltransferase G9a | Potency, µM (titrated, usually from 102 µM), without a hit: top-dose activity, negative = inhibition, hits mostly inhibitors | G9a H3K9 monomethylation, AlphaScreen, 2 h | Q96KQ7 | 350,000 compounds, 8.8% hits | AID 504332; note: potency is the fitted concentration of half-maximal effect; % is set by controls: 0 for no effect and ±100 for the full control effect; nearly all actives have a fitted effect of over 75% in size
Target sequence (Q96KQ7 913-1193 limits assumed): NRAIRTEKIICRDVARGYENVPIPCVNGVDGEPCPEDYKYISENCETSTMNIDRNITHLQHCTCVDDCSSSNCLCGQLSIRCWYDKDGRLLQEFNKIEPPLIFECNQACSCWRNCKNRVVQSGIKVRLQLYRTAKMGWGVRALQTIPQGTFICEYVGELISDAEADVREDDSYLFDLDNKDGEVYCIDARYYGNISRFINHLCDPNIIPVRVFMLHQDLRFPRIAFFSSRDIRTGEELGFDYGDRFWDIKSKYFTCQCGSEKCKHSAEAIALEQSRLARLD
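Methyltransferase reactions run at room temperature for 2 h (20 nM enzyme, 500 nM biotin-H3K9 peptide, 20 uM SAM) after a 15 min compound preincubation; product detected by AlphaScreen beads and anti-H3K9me1 antibody.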
RGS4 inh: inhibitors of human regulator of G protein signaling 4; P49798; Transcreener GDP fluorescence polarization, RGS4-accelerated GTP hydrolysis; Potency, µM (highest dose often 114 µM), for inactives: at the highest dose activity change, negative = inhibition, hits mostly inhibitors; 390,000 compounds, 0.039% hits; AID 504845; note: potency is the fitted concentration of half-maximal effect; % is set by controls: 0 for no effect and ±100 for the full control effect; nearly all actives have a fitted effect of over 75% in size; some results filed as inactive show a strong effect at the top dose
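MLSMR compounds (23 nl, pin-transferred) preincubated 10 min at room temperature with a 500nM (2x) first reagent, then RGS4 at 900nM (2x) plus Transcreener GDP mix added; fluorescence polarization (620/688 nm) read before and after 90 min at 30 °C.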
HP1b chromo inh: HP1-beta chromodomain-methylated histone interaction inhibition; P83916; AlphaScreen HP1-beta / biotin-H3K9me3 peptide binding; AID 540317; 390,000 compounds, 0.56% hits; Potency, µM (doses to about 114 µM), for inactives: at the top dose activity change, negative = inhibition, usual class: inhibitors; note: potency is the fitted concentration of half-maximal effect; nearly all actives have a fitted effect of over 70% in size; inactives centre near 23
Target sequence (P83916 whole entry, looked up): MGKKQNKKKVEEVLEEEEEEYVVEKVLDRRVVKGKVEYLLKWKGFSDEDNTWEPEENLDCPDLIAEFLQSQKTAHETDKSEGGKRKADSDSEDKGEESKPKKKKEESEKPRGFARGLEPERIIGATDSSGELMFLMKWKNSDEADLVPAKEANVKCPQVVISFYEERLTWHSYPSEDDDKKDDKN
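Compound inhibition of the preformed complex between 50 nM HP1-beta and 50 nM biotinylated H3K9me3 peptide was read by AlphaScreen. Buffer was PBS pH 7.4 with 0.01% Tween-20. Incubations ran 30 min at room temperature, with 10 ug/mL donor/acceptor beads.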
The depositor's hits bear a star; ? = inconclusive; . = not tested or not shown; ! = not confirmed by another sample; [ ] = another dose, or the depositor's remark. Unless noted, calls come from the whole dose curve; as a rule, active = well fitted curve in the direction sought with a large enough effect; inconclusive = small, poorly fitted or top-dose-only effect, or another doubt; inactive = no such curve, though single readings can be large; an effect the other way counts as inactive or inconclusive.

Values in the order: RGS4 inh	GLS inh	G9a inh	HP1b chromo inh	BAZ2B block	JMJD2A Tudor	PI4K2A block	ALOX12 inh	ERG-DNA inh
COc1cc(/C=N/NC(=O)c2ccc(-c3ccccc3)cc2)cc(OC)c1OC
→ -3%	-2%	-48%	35%	-7%	-6%	-5	-7%	-2%
O=C(CN1C(=O)NC2(CCCCC2)C1=O)Nc1ccc2c(c1)OCCCO2
→ -1%	-3%	22%[12.7 µM]	31%	-5%	-8%	-2	2%	5%
CCOC(=O)Cn1nnc(-c2ccc(S(C)(=O)=O)cc2)n1
→ -2%	-1%	0%[12.7 µM]	25%	4%	0%	0	-4%	-2%
Cc1c(NC(=O)Cn2nc(C(F)(F)F)c3c2CCCC3)c(=O)n(-c2ccccc2)n1C
→ -17%[11.4 µM]	-5%	19%[59 µM]	61%[activator]	5%	0%[11.4 µM]	5	0%	-22%
O=C(NCC1OCCc2ccccc21)c1ccco1 (configuration not stated)
→ -24%	6%	?	38%	-12%	0%	8	?	7%
Cc1nc(SCC(=O)Nc2ccc(F)cc2)c(C#N)c(C)c1CC(=O)c1ccc(Br)cc1
→ -6%	10%	6%[59 µM]	3%	-13%	-14%	2	-25%	-13%
CN1C(=O)N(C)C2(c3ccccc3)N(C(C)(C)C)C(=O)NC12c1ccccc1 (configuration not stated)
→ ?	5%	6%	-9%	-2%	-14%[57.1 µM]	-3	5%	-4%
CN1CCN(c2cc(=O)n(-c3ccc(Cl)cc3)c(=O)[nH]2)CC1
→ -5%	1%	?	15%	-4%	-10%	-6	-32%	5%
Cn1c(=O)c2ccccc2n(CC(=O)NC2CCCC2)c1=O
→ 15%	0%	7%	20%	4%	-3%	-9	10%	5%
Cc1cc(C)cc(NS(=O)(=O)c2ccc3[nH]cc(C(=O)NCc4ccccc4Cl)c(=O)c3c2)c1
→ 4%	2%	-22%[59 µM]	7%	-12%	-29%	-7	-34%	-5%
CCOC(=O)c1c(CSc2ccccc2)n(C)c2ccc(O)cc12
→ -2%	9%	35µM*	14%	1%	-12%	-17	?	-9%
Cc1nn(C)c(C(=O)Nc2cccc(CN3CCOCC3)c2)c1Br
→ -12%	6%	1%[59 µM]	26%	9%	-7%	0	-14%	-4%
O=c1oc2ccccc2cc1-c1csc(Cc2nc(-c3ccc(Br)cc3)cs2)n1
→ -5%	-5%	-5%[59 µM]	65%[activator]	17%	6%	5	12%	-3%
COc1ccc(OC)c(C(C)NC(=S)Nc2ccc(S(=O)(=O)Nc3ncccn3)cc2)c1 (configuration not stated)
→ -10%	-3%	42%	26%	-12%	-4%	6	?	-15%
CC(Sc1ncc(C#N)c(N)n1)C(=O)Nc1ccccc1 (configuration not stated)
→ -22%	1%	?	78%[activator]	9%	-11%	-2	-7%	-6%
O=C(NNC(=O)C1C2CCC(C2)C1C(=O)O)c1cccc(Cl)c1 (configuration not stated)
→ 7%	5%	11%	-2%	3%	-3%	0	17%	-4%
Cc1noc(C)c1CCC(=O)Nc1c(C(C)C)cccc1C(C)C
→ 9%	4%	5%[12.7 µM]	26%	14%	1%	3	33%	.
COCCNC(=O)c1cc(Sc2ccc(F)cc2F)nc2ccccc12
→ -3%	-1%	?	18%	3%	-12%	10	?	2%
COc1ccc(NC2=NC(C)(CO)CS2)cc1 (configuration not stated)
→ 7%	4%	19%	41%[activator]	-4%	-13%	3	6%	-8%
Cc1ccc(Nc2nnc(SCc3cc(=O)n4ccsc4n3)s2)c(C)c1
→ -7%	2%	35µM*	6%	-4%	-27%	-1	?	-12%
O=C(COC(=O)c1ccc([N+](=O)[O-])o1)NCc1ccc(F)cc1
→ 7%	14%	.	32%	.	-8%	-23	0%	-3%
COc1cccc(NC(=O)C2c3cc(OC)c(OC)cc3C(=O)N(C)C2c2cccnc2)c1 (configuration not stated)
→ -38%	0%	1%[59 µM]	31%	10%	-12%	3	8%	-3%
CCC(=O)N1CCc2cc(S(=O)(=O)CCC(=O)NCCC3=CCCCC3)ccc21
→ 38%	5%	16%	27%	-4%	3%	4	0%	-2%
CCNC(=O)c1cccc(NC(=O)CN2C(=O)NC3(CCCCC3)C2=O)c1
→ 8%	3%	-32%	17%	9%	-14%	3	-9%	6%
O=C(c1ccco1)N1CCN(c2ccc([N+](=O)[O-])cn2)CC1
→ -28%	-5%	.	29%	.	-2%	-17	3%	20%
COc1cc(Cl)c(C)cc1NC(=O)CCCN1C(=O)C(c2ccccc2)Oc2cccnc21 (configuration not stated)
→ -5%	9%	-28%[59 µM]	30%	-17%	-14%	5	-10%	-1%
O=C(c1ccc2c(=O)n3c(nc2c1)CCCCC3)N1CCc2ccccc21
→ 27%	-1%	2%	29%	-12%	-15%	2	3%	-5%
CCc1ccc(OCCCC(=O)NCc2ccccc2)cc1
→ -43%	10%	2%	?	-6%	-27%[57.1 µM]	5	-7%	-7%
Cc1ccc(-n2c(SCC(=O)Nc3cc(C)on3)nc3c([nH]c4ccccc43)c2=O)cc1
→ 3%	5%	-8%[59 µM]	30%	-4%	-4%	1	?	13%
O=C(NCC(c1cccs1)N1CCOCC1)c1cc2ccccc2oc1=O (configuration not stated)
→ -3%	-2%	.	28%	.	-16%	-7	18µM*!	7%
Cc1ccc(C(=O)CSc2nnc(-c3ccc4[nH]c(C)c(C)c4c3)o2)cc1C
→ 14%	2%	-49%[59 µM]	13%	12%	-24%	-4	-1%	.
Nc1nnc(CCC2CCCCC2)s1
→ -3%[56.9 µM]	-4%	-5%	72%[activator]	5%	-15%[57.1 µM]	0	-12%	4%
COc1ccc(N2C(=O)C3ON(C4SC(=S)N(C)C4(C)C)C(c4ccc(Cl)cc4)C3C2=O)cc1 (configuration not stated)
→ -9%	1%	-20%[59 µM]	16%	-8%	-15%	-4	-7%	11%
Cc1ccc(-n2nnnc2C(Cl)(Cl)c2nnnn2-c2ccc(C)cc2)cc1
→ -118%	?	?	?	?	-28%	-7	?	-2%
O=C(CCc1nnc(CCCc2ccccc2)o1)NCCc1ccco1
→ -11%	-1%	-13%	23%	-16%	-18%	-5	10%	-5%
O=C(O)C1C2CC3C(OC(=O)C31)C2Cl (configuration not stated)
→ 2%	3%	4%[59 µM]	28%	9%	-1%	1	4%	.
COCC1CCN(Cc2nc(-c3ccc(OC)cc3)no2)CC1
→ 6%	15%	?	48%[activator]	-24%	-12%	-2	3%	-1%
Cc1ccc(CNC(=O)COC(=O)CCOc2ccc(C)cc2)cc1
→ -13%	10%	-33%	22%	1%	1%	-2	-21%	-1%
CC/C(=N\N=C(/CC)c1ccccc1N)c1ccccc1N
→ -8%	-3%	.	?	.	-36%	8	43%	10%
Cc1cc(C)c2c(N)c(C(=O)N3CCN(c4ncccn4)CC3)sc2n1
→ -52%	-5%	?	46%[activator]	-2%	40µM*	1	?	-3%
CCC(=O)N1c2ccc(S(=O)(=O)CCC(=O)N3CCN(c4cc(C)ccc4C)CC3)cc2CC1C (configuration not stated)
→ -17%	19%	-29%[59 µM]	19%	.	-29%	-3	-9%	-9%
O=C(O)CCCC(=O)N(Cc1ccccc1)Cc1ccccc1
→ -13%	3%	-4%[59 µM]	54%	4%	-4%	3	-10%	3%
COc1cccc2c1OCC(CN1CCN(CCC(C)C)C(CCO)C1)=C2 (configuration not stated)
→ -14%	-24%	-1%	29%	-12%	0%	2	1%	-2%
COc1ccccc1NS(=O)(=O)c1ccc(C(=O)N2CCN(c3ccccc3O)CC2)cc1
→ -13%	16%	45µM*	11%	-28%	-21%	4	7%	1%
CC(=O)NC(CCS(C)(=O)=O)C(=O)Nc1cccc2ccccc12 (configuration not stated)
→ -5%	-12%	?	34%	6%	-9%	6	40%[activator]	-8%
CC1Cc2nc(SCC(=O)Nc3nc4ccccc4s3)n(C)c(=O)c2S1 (configuration not stated)
→ -7%	4%	?	11%	-36%	?	1	4%[57.4 µM]	12%
COc1ccc(-c2c(C)oc3c(CN4CCCC(C)C4)c(O)ccc3c2=O)cc1OC (configuration not stated)
→ -6%	7%	4%	12%	3%	-4%	2	17%	-16%

The list is partial; count on the stated rates, not on these rows.
